Source: PubChem (several laboratories)
CYP2C19 activ = cytochrome P450 2C19 (human) activation. activation factor at 5 µM. 96,000 tested, under 10 active. P33261. recombinant CYP2C19, luciferin-H EGE luminescence; active compounds read high; 0 = fully inhibited enzyme, 1 = untreated enzyme. AID 1025;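 active = activation factor of at least 2 at 5 µM in the primary screen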;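 note: 0 = wells with 2.5 mM tranylcypromine and 1 = vehicle-only wells; values of inactives mirror those of a sister screen read the other way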
CYP2C9 act = increases human cytochrome P450 2C9 activity. P11712. recombinant CYP2C9, luciferin-H conversion, luminescence; active compounds read high; factor 1 = untreated enzyme, 0 = blocked. activation factor at 5 µM. hit rate 1.4% among 96,000. AID 1024;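 active = activation factor of 2 or more for CYP2C9 at a 5 µM dose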;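 note: 0 = sulfaphenazole-blocked wells and 1 = vehicle-only wells; values of inactives mirror those of a sister screen read the other way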
E coli WT exp = E. coli BW25113 growth inhibition, expanded screen; OD600 absorbance; growth inhibition, % at 100 µM; hit rate 0.15% among 98,000; AID 710;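 active = growth inhibition above about 50% at one test dose, limit read from the data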;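 note: growth measured after 20 h incubation at 37 °C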
PLAP activator = human PLAP activation; P05187; purified PLAP enzyme, luminescent substrate read-out; active compounds read high; activation fold at 20 µM; hit rate 1.2% among 96,000; in the data active = activation fold above about 2
PTK2B oligo ant = blocks oligomerization of human Pyk2 in cells; Q14289; Q293 cells, Pyk2 FERM NanoBiT luminescence; active compounds read low; z-score (the deposit names both 25 µM and 10 µM); hit rate 0.83% among 99,000; AID 1347419;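 active = Z-score of -3 or lower, scaled per plate to the spread of control and sample wells; inactive = z-score above -3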;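 note: negative z-score means lost luminescence so less FERM oligomerization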
Target sequence (Q14289 whole entry, looked up): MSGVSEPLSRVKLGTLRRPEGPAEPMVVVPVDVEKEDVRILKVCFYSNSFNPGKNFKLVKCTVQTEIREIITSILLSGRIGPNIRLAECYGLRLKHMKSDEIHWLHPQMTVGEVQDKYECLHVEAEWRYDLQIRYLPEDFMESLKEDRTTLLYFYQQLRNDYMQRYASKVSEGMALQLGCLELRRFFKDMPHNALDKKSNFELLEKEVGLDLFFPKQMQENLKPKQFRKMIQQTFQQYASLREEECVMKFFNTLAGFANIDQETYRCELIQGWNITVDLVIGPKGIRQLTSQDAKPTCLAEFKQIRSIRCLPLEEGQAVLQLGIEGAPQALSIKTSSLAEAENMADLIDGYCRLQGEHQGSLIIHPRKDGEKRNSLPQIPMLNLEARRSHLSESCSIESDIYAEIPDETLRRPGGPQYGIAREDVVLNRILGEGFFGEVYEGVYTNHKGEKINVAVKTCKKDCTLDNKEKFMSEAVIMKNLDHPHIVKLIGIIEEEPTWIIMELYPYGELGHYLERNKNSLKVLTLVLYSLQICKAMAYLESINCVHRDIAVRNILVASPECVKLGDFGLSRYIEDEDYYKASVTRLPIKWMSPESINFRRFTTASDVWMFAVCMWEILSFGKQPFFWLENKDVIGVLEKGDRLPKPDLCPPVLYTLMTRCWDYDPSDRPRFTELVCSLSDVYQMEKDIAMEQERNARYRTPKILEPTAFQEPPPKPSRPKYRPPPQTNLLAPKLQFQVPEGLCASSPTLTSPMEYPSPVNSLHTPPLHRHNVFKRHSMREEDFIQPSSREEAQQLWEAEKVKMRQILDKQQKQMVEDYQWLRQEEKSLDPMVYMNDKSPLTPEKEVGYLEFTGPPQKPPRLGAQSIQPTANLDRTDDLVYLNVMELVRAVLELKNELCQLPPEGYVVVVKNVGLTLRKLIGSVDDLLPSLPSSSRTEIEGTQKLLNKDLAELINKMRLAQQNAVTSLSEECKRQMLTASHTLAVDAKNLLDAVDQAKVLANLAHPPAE
CYP2C9 inh = blocks human cytochrome P450 2C9. CYP2C9 Supersomes, luciferin-H conversion, luminescence. inhibition, % at 5 µM. hit rate 20% among 96,000. AID 777;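 active = blocking of liver enzyme CYP2C9 beyond about 50% at 5 µM, limit read from the data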; note: values of inactives mirror those of a sister screen read the other way
CYP2C19 inhib = blocks human cytochrome P450 2C19. CYP2C19 Supersomes, luciferin-H EGE luminescence, 30 min. inhibition, % at 5 µM. hit rate 21% among 96,000. AID 778;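 active = CYP2C19 inhibition above a set limit at 5 µM in the primary screen, cut at about 50% in these data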;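 note: plate controls were negative control wells for no effect and 2.5 mM tranylcypromine positive control for full effect; values of inactives mirror those of a sister screen read the other way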
EphB4 ephrin blk = blocks human EphB4 binding to ephrin-B2. P54760. EphB4 LBD / TNYL-RAW-Alexa532 peptide, fluorescence polarization. inhibition, % at 7 µM. hit rate 0.15% among 97,000. AID 720;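 active = inhibition above the screen-wide mean inhibition plus 3 SD, cut at about 15% in these data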;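 note: 0% = DMSO wells and 100% = excess unlabeled TNYL-RAW peptide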
PostGolgi yeast = growth inhibition of a yeast mutant, post-Golgi transport screen. post-Golgi transport phenotypic cell assay. AID 739. inhibition, % at 10 µM. hit rate 0.9% among 98,000; in the data active = inhibition above about 30%;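 note: yeast cells grown in 1536-well plates; yeast grown about 18 h at 30C before absorbance read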
Starred values were filed as active, the others as inactive; / = no result given. Compounds were not picked by outcome; about 31% have a hit in one of these screens.

Below each SMILES: EphB4 ephrin blk	PTK2B oligo ant	E coli WT exp	PostGolgi yeast	CYP2C19 activ	CYP2C19 inhib	CYP2C9 inh	CYP2C9 act	PLAP activator
CC1CCCCN1S(=O)(=O)c1coc(C(N)=O)c1 (stereo not drawn)
  -5	/	3	0	0.9	13	9	0.9	1
COCCNC(=O)c1cc(Br)ccc1Cl
  3	0.36	9	-7	1.2	-16	-20	1.2	0.8
NC(=O)CCCC1=NS(=O)(=O)c2ccccc2N1
  -6	-1	0	18	1.1	-6	4	1	1
Cc1ccc(S(=O)(=O)N2CCN(C(=O)COC(=O)COc3ccccc3)CC2)cc1
  -4	1.5	2	-1	1.1	-12	-11	1.1	1.1
COc1cc(OC)c(C2Oc3nc(SC)nnc3-c3ccccc3N2C(C)=O)cc1OC (stereo not drawn)
  -1	/	-6	-4	0.9	9	22	0.8	1
N#Cc1cc2ccccc2nc1SCc1cccnc1
  /	-2.1	-2	3	0.5	52*	40	0.6	0.8
COC(=O)CCC(=O)Nc1cccc2ccccc12
  5	0.1	6	11	1	3	-11	1.1	1
O=C(C1=C(O)C(=O)N(Cc2ccco2)C1c1cccnc1)c1cc2ccccc2o1 (stereo not drawn)
  -1	-0.41	2	3	1	-5	25	0.8	1
O=C(CSc1nnc(-c2ccccc2F)o1)OCc1ccccc1
  -4	1.5	10	0	1	3	-9	1.1	0.9
CC(C)CCNC(=O)c1nnc(Cc2ccc(Cl)cc2)o1
  -6	/	-7	-6	0.9	12	-89	1.9	0.9
Cn1c(=O)c2c(nc(NCCCO)n2Cc2cccc(C(F)(F)F)c2)n(C)c1=O
  0	-0.82	5	-6	0.4	59*	29	0.7	1.4
CCN1CCN(C(=S)c2ccc(OCC(=O)N3CCOCC3)cc2)CC1
  3	-0.05	9	-10	0.9	6	-1	1	0.9
Cc1ccc(S(=O)(=O)N2CCCC2C(=O)OCc2nc3ccccc3s2)cc1 (stereo not drawn)
  -4	0.25	-16	-4	0.5	48	16	0.8	1.1
CC(C)OC(=O)c1cc(=O)[nH]c2ccccc12
  -3	-0.96	0	-2	1	4	1	1	0.9
CC1(C)Cc2cccc(OCC(=O)Nc3cccnc3Cl)c2O1
  1	-0.34	4	0	0	98*	-116	2.2*	1
Cc1cc(NCCCN2CCOCC2)n2nc(C)c(-c3ccccc3)c2n1
  2	-1.3	3	6	0.7	32	71*	0.3	1.6
Cc1onc(-c2ccccc2Cl)c1C(=O)Nc1sc2c(c1C#N)CCC2
  -2	0.02	-19	-10	0	98*	100*	0	1.3
CC(C)(C)NC(=O)Cn1nnnc1-c1nonc1N
  1	-0.78	5	15	1	-2	0	1	0.8
CCN1C(=O)c2cccc3cccc1c23
  -3	0.24	8	10	0.6	40	-306	4.1*	0.8
Cc1ccc2c(CC(=O)OCc3cc(=O)n4c(n3)sc3ccccc34)coc2c1
  6	1.8	-9	-2	1.1	-10	-25	1.3	1
COc1cc(OC)nc(NC(C)=O)n1
  6	-0.14	-7	0	1.2	-18	-12	1.1	1.1
O=C(Nc1nccs1)c1cc2sccc2n1Cc1ccc(F)cc1
  7	-2.6	-10	-3	1	-1	-3	1	1
O=[N+]([O-])c1cccc(/C=C/c2nc(C=Nc3ccccc3)c(O)o2)c1
  3	0.81	-7	2	1	-4	12	0.9	0.9
Cc1cc(C(=O)CSc2nncs2)c(C)n1-c1ccc2c(c1)OCO2
  /	0.51	-3	15	0.1	86*	53*	0.5	1
O=C(CC1Nc2ccccc2NC1=O)c1ccccc1 (stereo not drawn)
  13	/	-1	4	1	2	0	1	0.7
Cc1nc2ccccn2c1/C(O)=C1\C(=O)C(=O)N(CCN2CCOCC2)C1c1ccncc1 (stereo not drawn)
  -8	1.6	5	-4	0.9	6	7	0.9	1.2
COC(=O)Nc1ccc(S(=O)(=O)N2CCC(C)CC2)cc1
  -6	-1.1	7	-14	0.8	22	14	0.9	0.8
Cc1ccccc1CN(c1ccc(C(=O)Nc2ccccc2C(=O)N2CCCC2)cc1)S(C)(=O)=O
  -7	-0.55	-6	-8	0	99*	91*	0.1	2*
CN(C)P(=NC(=O)COc1ccc(Cl)cc1Cl)(N(C)C)N(C)C
  -2	1.1	1	-1	0.1	92*	3	1	1.6
Cc1ccc(CN2CCN(CC3CC4C=CC3C4)CC2)cc1 (stereo not drawn)
  -4	-0.32	3	12	0.9	14	-5	1.1	1.4

Profiles, quoted from the list.
Shown for O=[N+]([O-])c1cccc(/C=C/c2nc(C=Nc3ccccc3)c(O)o2)c1 : EphB4 ephrin blk = 3; PTK2B oligo ant = 0.81; E coli WT exp = -7; PostGolgi yeast = 2; CYP2C19 activ = 1; CYP2C19 inhib = -4; CYP2C9 inh = 12; CYP2C9 act = 0.9; PLAP activator = 0.9
Shown for O=C(Nc1nccs1)c1cc2sccc2n1Cc1ccc(F)cc1 : EphB4 ephrin blk = 7; PTK2B oligo ant = -2.6; E coli WT exp = -10; PostGolgi yeast = -3; CYP2C19 activ = 1; CYP2C19 inhib = -1; CYP2C9 inh = -3; CYP2C9 act = 1; PLAP activator = 1

The list continues:
Below each SMILES: EphB4 ephrin blk	PTK2B oligo ant	E coli WT exp	PostGolgi yeast	CYP2C19 activ	CYP2C19 inhib	CYP2C9 inh	CYP2C9 act	PLAP activator
Cc1ccc(S(=O)(=O)C2(C(=O)Nc3ccc4c(c3)OCO4)CC2)cc1
  /	/	1	-2	0.1	87*	83*	0.2	0.9
COc1ccc(OC)c(C(C(=O)NCc2ccco2)N(C(=O)Cn2nnc3ccccc32)C2CC2)c1 (stereo not drawn)
  1	0.76	5	1	0.5	49	9	0.9	1
COc1ccc(-n2nc3cc(C)c(NC(=S)NC(=O)c4ccccc4C)cc3n2)cc1
  7	-0.29	-17	-6	1	3	8	0.9	1
CN1C=CC2=C(C#N)C(N)C(C#N)(C#N)C(c3ccccc3)C2C1 (stereo not drawn)
  1	-3.7*	6	0	1	1	19	0.8	0.9
COc1ccc(N(CC(=O)NC2CCCC2)C(=O)CCC(=O)Nc2cc(C)on2)c(OC)c1
  1	0.53	2	4	0.8	16	20	0.8	1.5
O=C(c1cc2ccccn2n1)N1CCN(c2ccccn2)CC1
  -2	/	4	-3	0.5	55*	18	0.8	1.1
Nc1c(C(=O)Nc2ccc(Br)cc2)sc2nc(-c3ccco3)ccc12
  -6	0.92	-11	12	0.7	28	35	0.6	1.3
CC1=NN(C(=O)Cc2ccc([N+](=O)[O-])cc2)C(O)(c2cccnc2)C1 (stereo not drawn)
  1	-0.54	-1	-2	0.7	33	10	0.9	1.3
COc1ccc(C)cc1NC(=O)CCN1CCCC1
  -5	0.17	-5	6	1.1	-9	-21	1.2	1.2
Cc1cc(C)c(C)c(S(=O)(=O)Nc2ccccc2C(=O)NCCCn2ccnc2)c1C
  /	-0.92	-5	20	0	99*	98*	0	1.4
Cc1nc2cc(-c3ccc(Cl)cc3)nn2c(C)c1CCC(=O)NCc1ccco1
  1	/	-1	14	0.2	79*	20	0.8	1.4
CCC(C)Oc1nc(C)cc(C)c1S(=O)(=O)c1ccccc1C (stereo not drawn)
  -3	-1.4	4	-6	0.6	40	38	0.6	0.9
O=C(COc1ccccc1)Nn1cnc2ccccc21
  -5	0.42	-6	-2	1.1	-12	-1	1	1
CCCn1c2c(c(O)c(C(=O)NCc3ccccc3)c1=O)CCCC2
  3	-1.3	-8	14	0.9	11	33	0.7	1.2
O=C(CSc1cn(Cc2ccccc2)c2ccccc12)Nc1nccs1
  -1	/	-5	5	0	96*	99*	0	0.7
CCN1CCN(c2nc3c(C)cccn3c(=O)c2/C=C(\C#N)S(=O)(=O)c2ccc(C)cc2)CC1
  7	-1.6	2	-3	0.7	33	89*	0.1	1.2
Cc1cc2nc(-c3ccc(SCc4ccccc4C#N)nc3)[nH]c2cc1C
  -4	-2.2	-21	0	0.7	34	34	0.7	1.1
Cc1nn(Cc2c(F)c(F)c(F)c(F)c2F)c(C)c1NC(=O)c1c(-c2ccccc2)nn(-c2ccccc2)c1C
  -8	0.87	-14	-2	0.7	27	35	0.6	0.9
Cc1ccc(S(=O)(=O)N(CC(O)CN2CCCC2)c2ccccc2)cc1 (stereo not drawn)
  4	-1.2	-5	2	0.7	32	14	0.9	1.4
Cc1ccc(C(=O)NC(=S)N2CCN(C)CC2)cc1
  4	0.35	0	2	0.7	25	-18	1.2	0.8
CCOC(=O)c1cnc(-n2nc(C)cc2C)nc1N(C)C
  1	0.32	8	6	0.8	18	14	0.9	0.8
O=C(c1cccnc1)N1CCN(Cc2ccc3c(c2)OCO3)CC1
  -5	2.3	0	-8	0.6	40	-12	1.1	1
CCCCN(CC)Cc1ccc(CNC(=O)Nc2ccc(OC)cc2OC)o1
  -10	1.2	2	-4	1	0	2	1	1.3
Cc1nn(C)c(C)c1S(=O)(=O)N1CCCC(C(=O)NC2CCCCC2)C1 (stereo not drawn)
  -4	-0.18	-4	-1	1	-3	-11	1.1	1.1
Cc1nc2ccccc2n1-c1nc(-c2ccco2)cc(C(F)(F)F)n1
  /	0.96	2	21	1	-1	46	0.5	0.9
CCCNC(=O)c1csc2c1CCCCC2
  -2	-0.16	1	-6	0.8	20	-31	1.3	0.9
CN1CCN(C(=O)c2cnn3c(C(F)(F)F)cc(-c4ccc5c(c4)OCO5)nc23)CC1
  -3	0.51	-4	12	0.9	11	0	1	1.4
CC(=O)NCCOc1nc(N(C)C)nc(N(C)C)n1
  1	0.95	-1	1	1	4	2	1	0.8
CCCN(CCC)CCCNC(=O)C1c2cc(OC)c(OC)cc2C(=O)N(C)C1c1cccs1 (stereo not drawn)
  -2	0.29	0	2	1	0	-5	1	2*
Cc1noc(C)c1COC(=O)c1ccccc1Sc1ccccc1C#N
  7	-1.1	-13	-8	0.4	59*	74*	0.3	1.3
Cc1ccccc1NC1=C(Cl)C(=O)OC1OC(=O)c1ccco1 (stereo not drawn)
  -2	-0.56	1	-7	0.7	28	48	0.5	1.1
COc1ccc(-c2nnc(SCC(=O)Nc3nc4ccccc4s3)n2C)cc1
  -5	0.24	3	2	0.9	12	32	0.7	1
C=C(C)C(=O)N1CC2(CC(c3cccc(NC(=O)c4ccccc4)c3)=NO2)C[C@@H]1C(N)=O (stereo partly drawn)
  0	/	4	-1	1.1	-13	-22	1.2	1.2
Cc1ccc(NC(=O)CNC(=O)c2ccccc2F)cc1Cl
  2	0.46	1	7	1	0	10	0.9	1.1
N#Cc1c(NC(=O)Cn2nc(C(F)(F)F)c3c2CCCC3)sc2c1CCC2
  -8	0.55	-9	26	0.9	6	24	0.8	1
O=C(OCC(=O)N1CCN(C(=O)c2ccco2)CC1)c1cc(-c2ccco2)nc2ccccc12
  -3	0.63	-7	4	0.9	13	28	0.7	1.3
Cc1cc(C)cc(NC(=O)c2cccc(NC(=O)C3C4CC5OC(=O)C3C5C4)c2)c1 (stereo not drawn)
  -5	-0.61	8	0	1	3	-1	1	1
Cc1cc(C)n(C(=O)c2ccc(C)c(S(=O)(=O)N3CCCC3)c2)n1
  -1	0.29	-11	-6	0.3	73*	55*	0.5	1.2
O=C(NCc1cccs1)Nc1ccc2c(c1)OCO2
  7	0.24	6	-5	0.5	52*	17	0.8	1
COc1ccc(N(CC(=O)Nc2ccc(OC)c(Cl)c2)S(=O)(=O)c2c(C)noc2C)cc1
  1	-2.1	-3	2	1	3	0	1	0.8
COc1ccc(CSc2nnnn2C)cc1[N+](=O)[O-]
  0	0.11	4	4	0.7	30	0	1	1
Cc1nn(-c2ccccc2)c(C)c1NS(=O)(=O)c1ccccc1
  0	0.88	9	-4	0	96*	91*	0.1	1.3
O=C(Cc1ccc2c(c1)OCCO2)c1c(O)cc(O)cc1O
  -1	0.03	11	5	0.1	94*	96*	0	1.8
CC(O)CNC(=O)c1ccc(-c2nn(C)c(=O)c3ccccc23)cc1 (stereo not drawn)
  -5	0.18	3	-2	0.9	12	23	0.8	1
